Assay outcomes deposited in PubChem BioAssay by several laboratories.
AI-2 QS mod: Vibrio harveyi AI-2 quorum sensing modulation | 300,000 tested, 0.4% active | AID 2094 | Vibrio harveyi JMH597 AI-2 luminescence/OD600 ratio, 9 h; stronger effect = lower value; strain lacks LuxN and CqsS sensors; 0 = neutral-control median | activity change, % at 7.5 µM; in the data active means activity change below about -75%, passing the limit was not always enough; inconclusive means no clear call, values can overlap the other calls;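 further: luminescence divided by OD600 gain over 9 h not by final OD600 alone; inactives centre near 13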
HDAC3 inh: human HDAC3 inhibition; O15379; recombinant HDAC3, fluorogenic peptide/trypsin coupled, fluorescence; inhibition, % at 8.3 µM; 320,000 tested, 0.15% active; AID 2718; in the data active means inhibition above about 26%, passing the limit was not always enough; inconclusive means no clear call, values can overlap the other calls
Target sequence (O15379 whole entry, looked up): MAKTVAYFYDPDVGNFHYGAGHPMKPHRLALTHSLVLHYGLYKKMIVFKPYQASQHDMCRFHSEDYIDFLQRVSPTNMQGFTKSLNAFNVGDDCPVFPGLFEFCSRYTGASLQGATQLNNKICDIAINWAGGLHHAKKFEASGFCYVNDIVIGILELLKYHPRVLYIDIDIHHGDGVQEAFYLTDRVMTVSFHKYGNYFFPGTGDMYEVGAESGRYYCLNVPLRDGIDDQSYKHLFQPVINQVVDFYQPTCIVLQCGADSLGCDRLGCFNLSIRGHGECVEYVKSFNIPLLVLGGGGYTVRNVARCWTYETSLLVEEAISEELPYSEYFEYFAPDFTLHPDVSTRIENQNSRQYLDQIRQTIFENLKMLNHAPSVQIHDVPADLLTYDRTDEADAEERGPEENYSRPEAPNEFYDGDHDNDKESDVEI
Platelet DG rel: platelet dense granule release activity; human platelet-rich plasma, SFLLRN dense granule ATP release, luminescence; inhibition, %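 (compounds screened at 7.5 µM in platelet-rich plasma)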; AID 1663; 300,000 tested, 0.22% active;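 active means mean replicate score, as percent of positive control, at or above 50; inconclusive means mean below 50 but at least one replicate at or above 50; inactive means mean and every replicate below 50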
HSF-1 act: increases HSF-1 driven luciferase reporter signal; NIH3T3-HGL HSF-1 luciferase reporter, MG132, 8 h; 100% = twice DMSO control signal; activation, % at 9 µM; 300,000 tested, 1.7% active; AID 504408;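 active means mean replicate activation of at least 50% with a set share of replicates each reaching 50%; inconclusive means only one of those two conditions met; inactive means mean below 50% and too few replicates reaching it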;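 further: 0% = median of the neutral control wells and 100% = twice that signal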
GSK3A inh: blocks human GSK-3 alpha kinase. ADP-Glo luminescence, 60 min. inhibition, % at 10 µM. 320,000 tested, 0.1% active. AID 2650;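 in the data active means inhibition above about 50%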;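 further: GST-tagged GSK-3 alpha with peptide substrate and 25 µM ATP; 0% = DMSO neutral wells and 100% = GW8510 positive control wells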
GSK3B inh: human GSK3beta kinase inhibition; AID 2097; activity score (negative = inhibition), % at 10 µM; P49841; 300,000 tested, 0.038% active; GST-GSK3beta kinase, ADP-Glo luminescence, 60 min; stronger effect = lower value;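 active means more than half of replicate wells score below -50%, meaning over 50% inhibition versus plate controls; inconclusive means some replicates but at most half score below -50%; inactive means no replicate scores below -50%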;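 further: 0% = median DMSO wells and -100% = median GW8510 positive control wells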
Target sequence (P49841 whole entry, looked up): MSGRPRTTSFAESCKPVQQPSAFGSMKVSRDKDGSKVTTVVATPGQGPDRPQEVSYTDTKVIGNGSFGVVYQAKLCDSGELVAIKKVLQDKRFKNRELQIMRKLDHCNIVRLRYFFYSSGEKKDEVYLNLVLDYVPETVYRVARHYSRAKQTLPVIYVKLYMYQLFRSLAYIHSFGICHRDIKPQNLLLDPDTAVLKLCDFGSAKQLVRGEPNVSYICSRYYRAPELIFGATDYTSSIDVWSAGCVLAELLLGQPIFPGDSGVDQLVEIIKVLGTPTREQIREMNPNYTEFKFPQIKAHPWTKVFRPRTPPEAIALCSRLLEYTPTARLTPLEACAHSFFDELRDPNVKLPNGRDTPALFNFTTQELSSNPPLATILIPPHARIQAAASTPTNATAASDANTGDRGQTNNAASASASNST
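Test system: GST-tagged human GSK3beta kinase, cell-free; evaluation: activity score scaled between in-plate DMSO and GW8510 controls; measured by: ADP-Glo luminescence; incubation: 60 min reaction, RT; benchmarks: DMSO and 20 µM GW8510; reagent: peptide substrate plus 25 µM ATP (final); medium: Tris/MgCl2 kinase buffer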
HSF1 inhib: HSF1 inhibition | NIH3T3-HGL HSE-luciferase, MG132-induced, luminescence 8 h; stronger effect = lower value | activity change, negative = inhibition, % at 7.5 µM (by protocol) | 300,000 tested, 0.77% active;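 active means more than half of replicate wells show activity change below -50%, luminescence cut by over half; inconclusive means some wells, but at most half, below -50%; inactive means no replicate well below -50%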;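 further: luciferase reports HSF-1 transcriptional activity via heat shock element; 0% = median of DMSO wells and -100% = zero luminescence signal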
HSP90 refold inh: HSP90 refolding inhibition in rabbit reticulocyte lysate | luciferase refolding luminescence, 3 h | inhibition, % at 5.6 µM | 290,000 tested, 0.91% active | AID 1789;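 active means inhibition above the screen-wide mean plus 3 SD, computed separately per campaign, cut at about 16% in these data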;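 further: 0% = DMSO wells and 100% = 60 µM geldanamycin wells; inhibitors lower the luminescence because luciferase stays unfolded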
DYRK1A inh: blocks rat Dyrk1A kinase activity; AID 504441; ADP-Glo luminescence, NFATc1 peptide; inhibition, % at 12.5 µM; Q63470; 310,000 tested, 0.43% active; in the data active means inhibition above about 50%;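 further: plate controls were vehicle with enzyme for no effect and no enzyme for full effect; many of its hits are not listed in these tables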
PolyA inhibitor: yeast polyadenylation inhibition; S. cerevisiae SKY197-pL101 polyadenylation reporter, beta-gal luminescence; efflux-impaired pdr1/pdr3 knockout yeast; score 100 = 6 SD above DMSO; calls only at 12 µM; 300,000 tested, 0.02% active; AID 1875;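 active means lowest replicate activity score at least 50, where 100 means six control SD above control mean; inconclusive means lowest score under 50 but half or more replicates reach 50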;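 further: yeast exposed to compound for 9 h at 30 °C; higher score means more reporter readthrough which indicates perturbed polyadenylation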
The depositor's hits bear a star; i = inactive; ? = inconclusive; . = no result given.

SMILES	AI-2 QS mod	HDAC3 inh	Platelet DG rel	HSF-1 act	GSK3A inh	GSK3B inh	HSF1 inhib	HSP90 refold inh	DYRK1A inh	PolyA inhibitor
Cc1c(Cl)cccc1NC(=S)NCC1COc2ccccc2O1 (stereo not drawn)	-7	7	-5	0	-2	-2	-17	1	-2	i
O=[N+]([O-])c1c(Nc2ccc(O)cc2)cc(N2CCOCC2)c2nonc12	13	-5	3	-16	25	-2	-15	0	11	i
CN(Cc1ccccc1)C(=O)CCc1ccccc1	-8	4	6	-5	-2	-24	-2	-3	2	i
Cc1ccc(NC(=S)NCc2ccccc2)cc1[N+](=O)[O-]	-71	-3	1	33	0	0	0	-8	2	i
Cc1cccc(NC(=O)CSCC(=O)Nc2ccccc2N2CCCC2)c1	38	2	-20	1	0	1	4	-2	-4	i
Cc1ccc(C)c(NC(=S)N(C)C)c1	21	-18	-2	-4	-4	-6	4	-1	.	i
O=C(Oc1cc(Cl)cc(Cl)c1)c1cnc2n(c1=O)CCS2	28	6	3	-12	0	5	-4	-1	.	i
CCc1ccccc1NC1=NCC(=O)N1C1CCCC1	31	4	-4	3	4	-2	-10	-2	-1	i
Cc1cc(Nc2c(C)n(C)n(-c3ccccc3)c2=O)n2c(nc3ccccc32)c1C#N	40	2	0	13	2	2	3	3	-4	i
O=C(CN1CCC(n2nnc3cc(F)ccc32)CC1)NC1CC1	5	0	0	15	-3	-1	7	2	-2	i
CN1CCN(CCCCOc2ccc(Br)cc2)CC1	8	-6	-6	0	1	2	-10	4	-3	i
Cc1ccc([N+](=O)[O-])cc1S(=O)(=O)Nc1ccc(O)c(Sc2ncn[nH]2)c1	28	3	10	10	-3	4	0	-5	-6	i
Cn1c(SC2CCCCC2=O)nnc1-c1ccccc1F (stereo not drawn)	5	4	-1	-7	-3	0	1	-2	-6	i
Cn1c(N/N=C/c2cc3ccccc3nc2Cl)nc2ccccc21	44	2	60*	-50	2	-2	-46	3	1	i
O=C(NCCCCNC(=O)C1CCCC1)C1CCCC1	-7	-2	1	-1	-2	2	3	-2	1	i
COC(=O)Nc1ccc(=O)n(Cc2c(Cl)cccc2Cl)c1	6	-6	3	-12	-1	-6	-10	-5	1	i
COc1cccc(NC(=S)N2CCN(S(C)(=O)=O)CC2)c1	9	2	.	.	.	2	.	-3	9	.
O=C(COC(=O)c1ccccc1Br)Nc1ccc(F)cc1	-62	-5	3	24	-2	0	19	0	-5	i
COc1ccc(Nc2c3c(nc4ccc(C)cc24)CCC3)cc1	31	0	-1	-7	4	2	8	1	0	i
Cc1cccc(-n2c(SCC(=O)N3CCCC3)nc3n[nH]c(C)c3c2=N)c1	11	1	20	20	3	-4	15	3	30	.
CC(Cn1cncn1)C(=O)N1CCN(S(=O)(=O)c2ccc(Cl)cc2)CC1 (stereo not drawn)	21	-8	12	-2	-2	-24	-9	-4	-3	i
CC1CCc2c(sc(NC(=O)CSc3ncnc4c3cnn4-c3ccccc3Cl)c2C#N)C1 (stereo not drawn)	43	0	0	-46	-5	-3	-31	-5	-2	i
Cc1ccc(NC(=O)CSc2ncn[nH]2)cc1S(=O)(=O)N1CCOCC1	24	2	-2	4	1	-1	-12	1	0	i
CN(C)S(=O)(=O)c1cc(NC(=O)CSc2nn(-c3ccc(Cl)cc3)c(=S)s2)ccc1Cl	30	2	1	36	-2	2	16	-2	2	i
O=c1c2cn[nH]c2nc(SCc2cc(=O)n3cc(Br)ccc3n2)n1-c1ccc(Br)cc1	21	5	-4	-7	-1	2	1	-1	.	i
Cn1ccnc1SCC(=O)Nc1sccc1C#N	17	7	-1	-5	0	1	-2	5	7	i
COc1ccccc1CNC(=O)c1ccc2c(=O)n3c(nc2c1)CCCCC3	15	-12	-9	-6	-2	-2	-3	-7	5	i
COCCN=c1scc(-c2cc(OC)c(OC)c(OC)c2)n1/N=C/c1c(C)[nH]c2ccccc12	-1	7	-5	-1	0	1	-8	-3	-5	i
COc1ccc(C(=O)NC(=S)Nc2cccc(NC(=O)c3ccco3)c2)cc1[N+](=O)[O-]	12	4	-6	10	-4	-4	-9	4	.	i
O=C(COC(=O)c1ccc2c(c1)OCO2)Nc1nc(-c2ccccc2)cs1	6	-2	5	9	-1	2	2	-1	-2	i
CCN(C)c1ccc(/C=N\n2nnnc2N)cc1	14	2	4	8	2	-4	-1	1	-4	i
CCS(=O)(=O)N1CCCC(C(=O)c2ccc(OC)cc2C)C1 (stereo not drawn)	52	13	3	5	1	3	0	2	0	i
CCc1cc2c(=O)n(-c3ccc(C)cc3)cnc2s1	-7	-2	4	26	-3	3	30	0	13	i
COc1ccc(/C=C/C(=O)NCC(=O)N/N=C(/CCC(=O)O)c2ccccc2)cc1	4	4	7	-15	-3	1	-7	3	0	i
CC(C)CC(=O)N1CCN(c2ccc([N+](=O)[O-])c(NCc3ccccc3)c2)CC1	56	-1	-1	10	0	0	7	-1	5	i
CCc1ccc(NC(=O)CSc2ccc(-c3cccnc3)nn2)cc1	30	5	2	-81	-4	0	-76*	1	6	i
CC1(c2ccco2)NC(=O)NC1=O (stereo not drawn)	10	-5	-4	38	0	1	19	1	4	i
Cc1ccc(-n2cc(-c3ccccc3)c3c(N4CCOCC4)ncnc32)cc1	24	.	5	-38	.	4	-35	-5	.	i
COc1ccc(C(=O)Nc2ccc(Cl)cn2)cc1Cl	32	3	9	33	-1	1	19	-2	17	i
CCOC(=O)c1nn(-c2ccccc2F)c2nc(-c3ccco3)c(C#N)c(=O)n12	4	.	-10	-20	.	1	-4	-8	-3	i

Part of the list above, limited to HDAC3 inh, AI-2 QS mod and HSF1 inhib.
Molecule | HDAC3 inh | AI-2 QS mod | HSF1 inhib
O=C(COC(=O)c1ccc2c(c1)OCO2)Nc1nc(-c2ccccc2)cs1 | -2 | 6 | 2
CC1(c2ccco2)NC(=O)NC1=O (stereo not drawn) | -5 | 10 | 19
CN(C)S(=O)(=O)c1cc(NC(=O)CSc2nn(-c3ccc(Cl)cc3)c(=S)s2)ccc1Cl | 2 | 30 | 16
CCc1cc2c(=O)n(-c3ccc(C)cc3)cnc2s1 | -2 | -7 | 30

Quoted from the results shown (three entries):
SMILES	AI-2 QS mod	HDAC3 inh	Platelet DG rel	HSF-1 act	GSK3A inh	GSK3B inh	HSF1 inhib	HSP90 refold inh	DYRK1A inh	PolyA inhibitor
Cc1ccc(NC(=O)CSc2ncn[nH]2)cc1S(=O)(=O)N1CCOCC1	24	2	-2	4	1	-1	-12	1	0	i
CN(C)S(=O)(=O)c1cc(NC(=O)CSc2nn(-c3ccc(Cl)cc3)c(=S)s2)ccc1Cl	30	2	1	36	-2	2	16	-2	2	i
O=c1c2cn[nH]c2nc(SCc2cc(=O)n3cc(Br)ccc3n2)n1-c1ccc(Br)cc1	21	5	-4	-7	-1	2	1	-1	.	i

Next compounds:
SMILES	AI-2 QS mod	HDAC3 inh	Platelet DG rel	HSF-1 act	GSK3A inh	GSK3B inh	HSF1 inhib	HSP90 refold inh	DYRK1A inh	PolyA inhibitor
COc1ccccc1N1C(=O)C2C(C(=O)c3ccccc3)=NN(c3ccccc3)C2C1=O (stereo not drawn)	13	9	16	7	6	2	-4	0	.	i
COC1=C(C)C(O)=C(C(=O)/C=C/c2ccccc2)C(=O)C1(C)C	0	-2	-1	14	0	-1	26	.	-4	.
CC(C)(C)OC(=O)N1CCC(Cc2cc(-c3ccc(Cl)cc3)no2)(C(=O)O)CC1	8	-3	-2	-4	-11	0	-7	0	2	.
O=C(c1ccc(-n2cccn2)cc1)N1CCc2ccccc2C1	28	-2	21	24	0	0	3	6	5	i
Cc1c(-c2n[nH]c(=S)n2-c2ccc(C(F)(F)F)cc2)nnn1-c1ccccc1	26	6	-19	?	-3	1	43	0	-2	i
Cc1ccc(CN2CCN(CCCc3ccccc3)CC2CCO)cc1 (stereo not drawn)	18	.	22	-7	-2	-1	-10	-5	1	i
CNc1ccccc1C(C)(C)c1cc(-c2cc(C)cc(C)c2)no1	24	8	2	-5	-3	1	-10	2	2	i
Cc1cc(OC(=O)c2ccccc2F)c([N+](=O)[O-])c(=O)[nH]1	-1	3	-13	-4	-7	1	-7	8	-8	i
CC(C)C(=O)OCC(=O)Nc1ccc(N=Nc2ccccc2)cc1	35	15	7	47	1	1	19	0	11	i
COc1ccc(OC)c(CN2CCN(C(=O)c3cccs3)CC2)c1	3	-2	-17	-1	-2	2	1	3	1	i
Cc1ccccc1C(=O)c1cccn1CC(=O)NCc1ccc2c(c1)OCO2	20	12	-2	16	-2	0	12	3	0	i
COc1ccc(C(=O)Nc2ccc(C)cn2)cc1S(=O)(=O)N1CCCc2ccccc21	-7	3	-4	6	-2	0	3	.	19	i
O=C(O)/C=C/C(=O)N(Cc1ccccc1)Cc1ccco1	29	1	-3	3	-2	-3	-4	7	-8	i
COC(=O)c1cccc(NS(=O)(=O)c2ccc(OC)cc2)c1C	18	0	4	-14	-1	0	-1	-3	-4	i
CC(=O)c1ccc(NC(=S)NCc2ccc(Cl)cc2Cl)cc1	3	12	-3	-4	1	-1	-4	1	-4	i
N#Cc1ccccc1NC(=O)CN1CCN(Cc2ccccc2)CC1	11	6	2	-8	-1	-1	-4	1	4	i

Platelet DG rel, hit marks shown above
SMILES	AI-2 QS mod	HDAC3 inh	Platelet DG rel	HSF-1 act	GSK3A inh	GSK3B inh	HSF1 inhib	HSP90 refold inh	DYRK1A inh	PolyA inhibitor
Cn1c(N/N=C/c2cc3ccccc3nc2Cl)nc2ccccc21	44	2	60*	-50	2	-2	-46	3	1	i

These rows are one share of the data. The share of hits here may be higher or lower than overall.
